Assay outcomes from PubChem BioAssay.
15-hLO-2 inh – inhibitors of human 15-lipoxygenase 2 (ALOX15B) | purified 15hLO-2, xylenol orange hydroperoxide absorbance | AID 881 | O15296 | actives 0.56% (n = 110,000) | Potency, µM (highest dose often 57.1 µM), for inactives: at the highest dose activity change, negative = inhibition, usual class: inhibitors; further: potency means the concentration at half of the fitted maximal effect; nearly all actives have a fitted effect of over 60% in size; many of its hits are not listed in these tables
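Screening format was qHTS against 50 nM purified 15hLO-2 in Hepes pH 7.5 with detergent. Activity follows hydroperoxide formation from 45 uM arachidonic acid, measured as 573:405 nm absorbance ratio of the ferric-xylenol orange complex.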
ALOX12 inhib – 12-hLO (ALOX12) enzyme inhibition; AID 1452; actives 0.12% (n = 150,000); Potency, µM (titrated, usually from 57.1 µM), inactives show top-dose activity change, negative = inhibition, usual class: inhibitors; purified 12-hLO, xylenol orange hydroperoxide absorbance; further: potency means the concentration at half of the fitted maximal effect; nearly all actives have a fitted effect of over 55% in size; many of its hits are not listed in these tables
Target sequence (P18054 whole entry, looked up): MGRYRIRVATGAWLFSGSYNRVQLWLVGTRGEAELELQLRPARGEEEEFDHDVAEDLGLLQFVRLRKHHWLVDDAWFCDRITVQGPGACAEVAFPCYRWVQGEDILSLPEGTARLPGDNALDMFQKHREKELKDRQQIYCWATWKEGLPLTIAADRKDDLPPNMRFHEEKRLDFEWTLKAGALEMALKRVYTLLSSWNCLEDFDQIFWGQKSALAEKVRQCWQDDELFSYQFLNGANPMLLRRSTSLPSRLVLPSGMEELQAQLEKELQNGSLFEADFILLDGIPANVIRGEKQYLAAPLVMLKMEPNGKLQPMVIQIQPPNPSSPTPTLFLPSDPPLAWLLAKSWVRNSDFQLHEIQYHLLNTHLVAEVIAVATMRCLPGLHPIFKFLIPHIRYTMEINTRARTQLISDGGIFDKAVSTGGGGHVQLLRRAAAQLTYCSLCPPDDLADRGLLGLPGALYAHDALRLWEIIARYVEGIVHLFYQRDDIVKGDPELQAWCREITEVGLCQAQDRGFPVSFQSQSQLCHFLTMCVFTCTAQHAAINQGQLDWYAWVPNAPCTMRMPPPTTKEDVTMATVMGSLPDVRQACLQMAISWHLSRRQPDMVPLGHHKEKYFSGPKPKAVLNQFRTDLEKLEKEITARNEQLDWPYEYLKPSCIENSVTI
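Hydroperoxide output read as Fe(III)-xylenol orange absorbance, 573-to-405 nm ratio, after 30 min reaction with 40 uM arachidonic acid. Enzyme: 150 nM purified human 12hLO, 15 min compound preincubation; 25 mM Hepes pH 7.0, room temperature.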
PNC inhibitor – blocks assembly of the perinucleolar compartment; PC3M PTB-GFP, PNC prevalence imaging, 16 h; hits give low values; activity change (PNC), negative = inhibition, % at 10 µM; actives 3.1% (n = 140,000); AID 2417;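 active means readout at or below -70, meaning at least 70% loss of cells showing the perinucleolar compartment, a nuclear body marking cancer cells; inconclusive means readout between -30 and a set limit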;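 further: plate controls were DMSO wells for no effect and camptothecin positive control wells for full effect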
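Compounds are pinned in duplicate onto adhered PC3M cells stably expressing GFP-tagged PTB and incubated 16 h at 37 C. Cells are then fixed, nuclei stained with Hoechst, and PNC-positive cells counted.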
IMPase inh – membrane-permeable compound that blocks inositol monophosphatase; P97697; CHO-M1 cells, IP1 accumulation, HTRF TR-FRET ratio; inhibition (IP1 accumulation), % at 46.1 µM; 120,000 tested, under 10 active; active means well fitted curve in the direction sought with a large enough effect in the signal ratio, not every such curve was filed as active; inconclusive means small, poorly fitted or top-dose-only effect, or a change in a side signal; inactive means no such curve, though single readings can be large or run the other way; the % refers to the signal ratio;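 further: cells stimulated with carbachol in lithium chloride buffer; plate controls were DMSO basal wells for no effect and reference inhibitor wells for full effect; higher means more IMPase inhibition seen as more IP1 and lower FRET ratio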
Target sequence (P97697 whole entry, looked up): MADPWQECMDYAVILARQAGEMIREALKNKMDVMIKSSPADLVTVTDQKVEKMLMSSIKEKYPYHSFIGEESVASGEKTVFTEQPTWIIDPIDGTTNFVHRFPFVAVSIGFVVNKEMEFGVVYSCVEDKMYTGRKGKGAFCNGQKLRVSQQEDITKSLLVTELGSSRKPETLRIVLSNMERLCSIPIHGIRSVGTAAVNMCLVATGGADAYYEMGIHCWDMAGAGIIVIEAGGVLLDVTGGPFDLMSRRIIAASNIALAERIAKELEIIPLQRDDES
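In this qHTS, compounds (final up to 46 uM) act on CHO-M1 cells that are then activated through the M1 receptor with carbachol, in pH 7.4 buffer containing 50 mM LiCl, for 30 min. IP1 accumulation is quantified by the IP-One immunoassay.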
Numbers without * were called inactive; ? = inconclusive; nt = no result given; & = joins results of further samples; [ ] = dose if it differs, or a comment. Unless noted, the call rests on the fitted dose curve; in most records, active means well fitted curve in the direction sought with a large enough effect; inconclusive means small, poorly fitted or top-dose-only effect, or another doubt; inactive means no such curve, though single readings can be large; an effect the other way counts as inactive or inconclusive. Unless noted, on the % scale 0 is the no-effect control and ±100 the full control effect. The list is partial, so the mix of outcomes need not match the whole.

Short forms – A = 15-hLO-2 inh; B = ALOX12 inhib; C = PNC inhibitor; D = IMPase inh
1) COc1cc([C@H]2Oc3cc([C@H]4Oc5cc(O)cc(O)c5C(=O)[C@@H]4O)ccc3O[C@@H]2CO)ccc1O
  A = -20.8%	B = 5.0%	C = nt	D = nt

2) O=c1ccn([C@H]2C[C@H](O)[C@@H](CO)O2)c(=O)[nH]1
  A = 1.7%	B = -2.1%	C = nt	D = -0.3

3) CCCCC(=O)O[C@]1(C(=O)CO)[C@H](C)C[C@H]2[C@@H]3CCC4=CC(=O)C=C[C@]4(C)[C@@]3(F)[C@@H](O)C[C@@]21C
  A = -15.2%[0.0915 µM]	B = -3.8%[0.00818 µM]	C = nt	D = nt

4) Nc1c2c(nc3ccccc13)CCCC2O (stereo not drawn)
  A = 2.4%	B = 6.0%	C = nt	D = nt

5) Nc1ncnc2nc[nH]c12
  A = -10.4%	B = 0.4%	C = nt	D = nt

6) CCn1cc(C(=O)O)c(=O)c2cc(F)c(N3CCNCC3)nc21
  A = -3.5%	B = 1.5%	C = nt	D = -4.0[20.6 µM]

7) CNc1c2c(nn1C)CCCC2
  A = -9.9%	B = 4.9%	C = -28.4	D = -3.4

8) C[C@@H]1C[C@H]2[C@@H]3C[C@H](F)C4=CC(=O)C=C[C@]4(C)[C@@]3(F)[C@@H](O)C[C@]2(C)[C@@]1(O)C(=O)COC(=O)C(C)(C)C
  A = nt	B = -0.1%	C = 28.4	D = nt

9) Cc1cc(C)cc(OCC2CNC(=O)O2)c1 (stereo not drawn)
  A = -1.6%	B = 5.4%	C = nt	D = nt

10) COc1ccc(/C=C\C(=O)Nc2ccccc2C(=O)O)cc1OC
  A = 1.4%	B = -4.1%	C = nt	D = -7.6

11) CN(C)CCOc1ccccc1Cc1ccccc1
  A = nt	B = 2.3%	C = -17.5	D = nt

12) O=C(O)CNC(=O)c1ccccc1
  A = 11.8%[0.0915 µM]	B = -2.6%[0.00818 µM]	C = nt	D = nt

13) Cc1cccc(Nc2cc(Cl)nc(SCC(=O)O)n2)c1C
  A = 0.5%	B = 0.8%&-12.2%	C = nt	D = -2.7

14) CCCCOc1ccc(CC(=O)NO)cc1
  A = ?	B = -3.6%	C = -17.9	D = 4.8[20.6 µM]

15) CCOC(=O)NNc1nncc2ccccc12
  A = -1.2%	B = 2.7%	C = nt	D = -4.1[20.6 µM]

16) C#C[C@@]1(O)CCC2C3CCC4=CC(=O)CCC4C3CC[C@@]21CC (stereo partly drawn)
  A = -2.4%	B = -1.4%	C = nt	D = nt

17) C[C@H](CCC(=O)O)[C@H]1CC[C@@H]2[C@H]3[C@@H](CC[C@@]21C)[C@]1(C)CC[C@H](O)C[C@@H]1C[C@@H]3O
  A = 4.4%[25.6 µM]	B = 0.7%[25.6 µM]	C = nt	D = -3.2[20.6 µM]

18) COc1ccc(/C=C/C(=O)O)cc1
  A = 14.9%[0.0915 µM]	B = 1.0%[0.00818 µM]	C = nt	D = nt

19) Nc1c2ccccc2nc2ccccc12 (tested in a mixture with another compound)
  A = -5.8%	B = -10.6%	C = nt	D = nt

20) Cc1cccc2c1NC(=O)/C2=C\C(=O)c1cccs1
  A = -19.3%	B = -10.4%	C = 29.2	D = 16.5

21) CC1c2cccc(O)c2C(O)=C2C(=O)[C@]3(O)C(O)=C(C(N)=O)C(=O)C(N(C)C)C3C(O)C21 (stereo partly drawn)
  A = -2.1%	B = 0.0%	C = nt	D = nt

22) COc1cc([C@@H]2Oc3cc([C@H]4Oc5cc(O)cc(O)c5C(=O)[C@H]4O)ccc3O[C@H]2CO)ccc1O
  A = -28.8%	B = ?	C = nt	D = 11.2

23) NC(N)=NC(=O)Cc1c(Cl)cccc1Cl
  A = 14.3%	B = 3.4%	C = 62.3	D = 3.5

24) CCC(=O)O[C@@]1(C(=O)SCF)[C@@H](C)C[C@H]2[C@@H]3C[C@@H](F)C4=CC(=O)C=C[C@@]4(C)[C@]3(F)[C@@H](O)C[C@]21C
  A = 4.0%[25.6 µM]	B = -1.3%[25.6 µM]	C = nt	D = 1.3[20.6 µM]

25) COc1ccc2nc(NC(=O)Nc3ccccc3)sc2c1
  A = nt	B = 0.1%	C = 2.3	D = nt

26) CCCCC1C(=O)N(c2ccccc2)N(c2ccccc2)C1=O
  A = -11.6%	B = 0.5%&-4.0%	C = -10.7	D = -1.6

27) O=c1cc(-c2ccc(O)cc2)oc2cc(O[C@@H]3O[C@H](CO)[C@@H](O)[C@H](O)[C@H]3O[C@@H]3OC[C@](O)(CO)[C@H]3O)cc(O)c12
  A = nt	B = 0.2%	C = -27.4	D = nt

28) COc1ccc(-c2cc(=O)c3c(O)c(OC)c(OC)c(OC)c3o2)cc1OC
  A = -5.3%	B = -9.4%	C = nt	D = nt

29) COc1cc2nc(N3CCN(C(=O)[C@H]4COc5ccccc5O4)CC3)nc(N)c2cc1OC
  A = 36.2%[activator]	B = -8.4%	C = nt	D = 10.6

30) COc1ccc2ccc(=O)oc2c1
  A = -4.4%	B = -0.7%&0.4%	C = 24.3	D = nt

31) CCCCCCc1ccc(O)cc1O
  A = -12.9%	B = -4.4%	C = nt	D = nt

32) CC1(C)OC2CC3C4CC(F)C5=CC(=O)C=C[C@@]5(C)[C@@]4(F)C(O)C[C@@]3(C)[C@]2(C(=O)CO)O1 (stereo partly drawn)
  A = -1.1%	B = -2.0%	C = nt	D = nt

33) Cc1cccc(C)c1NC(=O)C1CCCCN1C (stereo not drawn)
  A = 2.1%	B = -0.8%&0.0%	C = -6.9	D = nt

34) CC[C@@]1(O)CC2CN(CCc3c([nH]c4ccccc34)[C@](C(=O)OC)(c3cc4c(cc3OC)N(C)C3[C@@](O)(C(=O)OC)C(OC(C)=O)[C@]5(CC)C=CCN6CC[C@@]43C65)C2)C1 (stereo partly drawn)
  A = -11.6%	B = -10.1%	C = nt	D = nt

35) CC1CCC(C(C)C)C(=O)C1 (stereo not drawn)
  A = -8.7%	B = -1.9%	C = nt	D = nt

36) Cn1c(=O)c2c(ncn2CCO)n(C)c1=O
  A = 1.7%	B = 1.9%	C = nt	D = 3.5[20.6 µM]

37) CCCCNC(=O)[C@@H]1Cc2ccccc2N1C(=O)[C@H](N)CC
  A = -8.0%	B = -0.7%	C = nt	D = 5.8

38) COc1ccccc1OC[C@H](O)COC(N)=O
  A = -1.0%[25.6 µM]	B = -2.3%[25.6 µM]	C = nt	D = -4.5[20.6 µM]

39) CCCOC(=O)c1ccc(O)cc1
  A = -2.9%&-1.7%	B = -3.5%&-3.0%	C = nt	D = nt

40) CC(=O)Nc1ccccc1
  A = -6.1%	B = 1.8%	C = nt	D = nt

41) CC1CC2C3CC(F)C4=CC(=O)C=C[C@@]4(C)[C@@]3(F)C(O)C[C@]2(C)[C@]1(O)C(=O)COC(=O)C(C)(C)C (stereo partly drawn)
  A = 2.9%	B = -3.0%	C = nt	D = nt

42) COc1ccccc1OCCNCC(O)COc1cccc2[nH]c3ccccc3c12 (stereo not drawn)
  A = -5.0%	B = -3.5%	C = nt	D = nt

A draw from above in order of heavy-atom count, highest first:
Short forms – A = 15-hLO-2 inh; B = ALOX12 inhib; C = PNC inhibitor; D = IMPase inh
34) CC[C@@]1(O)CC2CN(CCc3c([nH]c4ccccc34)[C@](C(=O)OC)(c3cc4c(cc3OC)N(C)C3[C@@](O)(C(=O)OC)C(OC(C)=O)[C@]5(CC)C=CCN6CC[C@@]43C65)C2)C1 (stereo partly drawn)
  A = -11.6%	B = -10.1%	C = nt	D = nt

27) O=c1cc(-c2ccc(O)cc2)oc2cc(O[C@@H]3O[C@H](CO)[C@@H](O)[C@H](O)[C@H]3O[C@@H]3OC[C@](O)(CO)[C@H]3O)cc(O)c12
  A = nt	B = 0.2%	C = -27.4	D = nt

41) CC1CC2C3CC(F)C4=CC(=O)C=C[C@@]4(C)[C@@]3(F)C(O)C[C@]2(C)[C@]1(O)C(=O)COC(=O)C(C)(C)C (stereo partly drawn)
  A = 2.9%	B = -3.0%	C = nt	D = nt

29) COc1cc2nc(N3CCN(C(=O)[C@H]4COc5ccccc5O4)CC3)nc(N)c2cc1OC
  A = 36.2%[activator]	B = -8.4%	C = nt	D = 10.6

32) CC1(C)OC2CC3C4CC(F)C5=CC(=O)C=C[C@@]5(C)[C@@]4(F)C(O)C[C@@]3(C)[C@]2(C(=O)CO)O1 (stereo partly drawn)
  A = -1.1%	B = -2.0%	C = nt	D = nt

28) COc1ccc(-c2cc(=O)c3c(O)c(OC)c(OC)c(OC)c3o2)cc1OC
  A = -5.3%	B = -9.4%	C = nt	D = nt

26) CCCCC1C(=O)N(c2ccccc2)N(c2ccccc2)C1=O
  A = -11.6%	B = 0.5%&-4.0%	C = -10.7	D = -1.6

37) CCCCNC(=O)[C@@H]1Cc2ccccc2N1C(=O)[C@H](N)CC
  A = -8.0%	B = -0.7%	C = nt	D = 5.8

33) Cc1cccc(C)c1NC(=O)C1CCCCN1C (stereo not drawn)
  A = 2.1%	B = -0.8%&0.0%	C = -6.9	D = nt

38) COc1ccccc1OC[C@H](O)COC(N)=O
  A = -1.0%[25.6 µM]	B = -2.3%[25.6 µM]	C = nt	D = -4.5[20.6 µM]

36) Cn1c(=O)c2c(ncn2CCO)n(C)c1=O
  A = 1.7%	B = 1.9%	C = nt	D = 3.5[20.6 µM]

31) CCCCCCc1ccc(O)cc1O
  A = -12.9%	B = -4.4%	C = nt	D = nt

30) COc1ccc2ccc(=O)oc2c1
  A = -4.4%	B = -0.7%&0.4%	C = 24.3	D = nt

35) CC1CCC(C(C)C)C(=O)C1 (stereo not drawn)
  A = -8.7%	B = -1.9%	C = nt	D = nt

40) CC(=O)Nc1ccccc1
  A = -6.1%	B = 1.8%	C = nt	D = nt
